BRCA1 expr act: increases BRCA1 expression; 380,000 compounds, 1.1% hits; Potency, µM (doses to about 46.1 µM), for the others: at the top dose activation, usual class: activators; MCF7-BRCA1-FFLuc reporter, luminescence, 48 h; response scale: scaled: vehicle 0%, 10 µM genistein 100%; AID 624202; also: potency is read from the fitted curve at half-maximal effect; nearly all actives have a fitted effect of over 80% in size; some results filed as inactive show a strong effect at the top dose
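Luminescence from a BRCA1-driven firefly luciferase in MCF7 cells was the read-out, taken 15 min after substrate addition following 48 h compound exposure at 37 °C. Data were normalized to a 10 microM genistein control and DMSO vehicle.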
uPA surface inh: blocks generation of uPA at the cell surface; cell surface uPA generation assay, qHTS; Potency, µM (highest dose often 38.3 µM), without a hit: at the highest dose activity change, negative = inhibition, most hits filed as inhibitors; 330,000 compounds, 0.31% hits; AID 540303; active = well fitted inhibition curve with a large enough effect; inconclusive = small, poorly fitted or top-dose-only effect; inactive = no such curve, though single readings can be large or run the other way; tested in mouse RAW 264.7 cells; also: potency is read from the fitted curve at half-maximal effect; % is scaled to controls: 0 for no effect and ±100 for the full control effect; nearly all actives have a fitted effect of over 55% in size
USP2a inh: blocks human ubiquitin-specific protease USP2a. O75604. USP2 core, Ub-CHOP2 coupled fluorogenic reporter, 485/531. Potency, µM (highest dose often 38.3 µM), without a hit: at the top dose activity change, negative = inhibition, usual class: inhibitors. 330,000 compounds, 0.01% hits;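 also: potency is read from the fitted curve at half-maximal effect; plate controls were DMSO wells for no effect and full inhibition by NEM control for full effect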
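Cell-free coupled assay: 10nM USP2 core preincubated 30min RT with compound in Tris-HCl pH 8.0/CaCl2/CHAPS buffer, then 25nM Ub-CHOP2 and 25nM reporter substrate; fluorescence (Ex 485/Em 531) read after 60min RT, normalized to NEM inhibition, concentration-response curves fitted.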
PTAP TSG101 blk: blocks PTAP/TSG101 interaction to inhibit HIV-1 budding. Fluorescence polarization, FITC-PTAP peptide / Tsg101 binding. Potency, µM (doses to about 115 µM), inactives show top-dose activity change, negative = inhibition, hits mostly inhibitors. 340,000 tested, under 10 active; active = well fitted inhibition curve with a large enough effect in the main read-out, with a control signal flat, not every such curve was filed as active; inconclusive = small, poorly fitted or top-dose-only effect, or effect the other way, or a change in a side signal; inactive = no such curve, though single readings can be large or run the other way; also: potency is read from the fitted curve at half-maximal effect; % of control where 0% means no effect
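Compounds were pin-transferred onto Tsg101 binding domain (10 uM final) in HEPES pH 7.5 buffer, then FITC-PTAP peptide was added at 50 nM final. After 20 min at RT, polarization reported peptide displacement across a qHTS concentration series.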
p53 reactivator: restores transcriptional activity of mutant p53. 320,000 compounds, 0.063% hits. H1299 p53-A138V BP100-luciferase reporter, luminescence, 24 h. AID 504706. Potency, µM (top dose mostly 92.2 µM), for the others: at the highest dose activity change, positive = activation, actives largely listed as activators; also: potency is read from the fitted curve at half-maximal effect; % of control where 0% means no effect; nearly all actives have a fitted effect of over 45% in size
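H1299 (p53-null), stable ts p53-A138V + BP100-Luc; 1000 cells/well, Opti-MEM/10% FBS; cpd 4 pt, 1:5; 24 h, 37 deg C, 5% CO2; detection reagent 10 min RT; luminescence.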
ELG1 genotox: induces genotoxicity in HEK293T cells with luciferase-tagged ELG1; HEK293T ELG1-luciferase reporter, luminescence, 16 h; Potency, µM (top dose mostly 46 µM), without a hit: at the highest dose activity change, positive = activation, most hits filed as activators; 330,000 compounds, 1.3% hits; AID 504466; also: potency is read from the fitted curve at half-maximal effect; % of control where 0% means no effect; nearly all actives have a fitted effect of over 60% in size
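Luminescence read-out: rising ELG1-luciferase signal, reflecting elevated ELG1 protein under genetic stress, flags genotoxic compounds. Cells were treated for 16 hr at 37 °C before ONE-Glo detection.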
S-ASM inh: blocks human secretory acid sphingomyelinase | AID 504937 | 340,000 compounds, 0.006% hits | placental ASM, HMU-PC fluorogenic substrate, 60 min | Potency, µM (series often up to 57.5 µM), without a hit: top-dose activity change, negative = inhibition, most hits filed as inhibitors | P17405; also: potency is read from the fitted curve at half-maximal effect
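Fluorescence read-out (Ex 386 nm, Em 447 nm) after stopping the reaction at pH 10. Enzyme: ASM from human placenta; substrate HMU-PC0, 9 uM final; 60 min, 37 °C. Compound preincubation 10 min, ambient temperature.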
B2AR arrestin: recruits beta-arrestin to the human beta2-adrenergic receptor; beta-arrestin recruitment to beta2AR, cell-based reporter; Potency, µM (doses to about 46.1 µM), for inactives: top-dose activation, most hits filed as activators; 330,000 compounds, 0.02% hits; P07550;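 also: potency is read from the fitted curve at half-maximal effect; 0% = DMSO controls and full agonism = EC100 isoproterenol or metaproterenol; nearly all actives have a fitted effect of over 65% in size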
Eya2 inh: blocks the phosphatase activity of human Eya2. 330,000 compounds, 0.006% hits. Potency, µM (titrated, usually from 76.9 µM), without a hit: at the top dose activity, negative = inhibition, hits mostly inhibitors. O00167. recombinant Eya2, OMFP fluorescence dephosphorylation (OMFP is methylfluorescein phosphate); also: potency is read from the fitted curve at half-maximal effect; % is scaled to controls: 0 for no effect and ±100 for the full control effect
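Eya2 (0.2 uM) preincubated 10 min at ambient with compound, then OMFP substrate added at 50 uM; 10 min reaction in 50 mM HEPES pH 7.5, 50 mM NaCl, 5 uM MgCl2, 0.05% BSA, 1 mM DTT. Fluorescence read at Ex 485/Em 525 nm.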
TRPV1 agonist: agonists of human vanilloid receptor 1 (TRPV1); Q8NER1; TRPV1-expressing cells, Fluo-8 calcium influx, agonist mode; activation, % at 8.33 µM; 320,000 compounds, 0.19% hits; AID 540275; in the data active = activation above about 80%; inconclusive = between about 30% and that limit; also: 0% is about no effect
Target sequence (Q8NER1 whole entry, looked up): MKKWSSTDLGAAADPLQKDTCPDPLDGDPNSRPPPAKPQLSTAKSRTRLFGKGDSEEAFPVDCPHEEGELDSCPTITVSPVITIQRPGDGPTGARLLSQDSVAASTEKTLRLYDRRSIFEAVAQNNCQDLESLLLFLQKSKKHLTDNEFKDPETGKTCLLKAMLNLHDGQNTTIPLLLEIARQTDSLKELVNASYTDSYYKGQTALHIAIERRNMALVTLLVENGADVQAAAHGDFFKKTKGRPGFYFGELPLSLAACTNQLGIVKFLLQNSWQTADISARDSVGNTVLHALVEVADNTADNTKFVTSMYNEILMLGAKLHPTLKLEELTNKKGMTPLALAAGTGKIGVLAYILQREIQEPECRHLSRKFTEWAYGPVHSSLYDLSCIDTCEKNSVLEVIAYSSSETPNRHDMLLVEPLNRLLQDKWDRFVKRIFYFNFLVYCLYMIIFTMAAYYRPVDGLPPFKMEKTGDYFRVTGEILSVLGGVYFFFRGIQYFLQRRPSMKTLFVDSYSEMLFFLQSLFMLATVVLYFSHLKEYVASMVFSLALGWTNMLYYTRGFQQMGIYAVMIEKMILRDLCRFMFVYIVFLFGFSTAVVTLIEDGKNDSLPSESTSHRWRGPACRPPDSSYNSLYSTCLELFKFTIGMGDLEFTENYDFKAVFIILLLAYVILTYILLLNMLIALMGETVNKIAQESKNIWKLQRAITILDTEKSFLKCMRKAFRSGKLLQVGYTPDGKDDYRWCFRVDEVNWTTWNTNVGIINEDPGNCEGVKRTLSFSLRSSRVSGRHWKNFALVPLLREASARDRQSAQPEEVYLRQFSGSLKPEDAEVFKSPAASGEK
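TRPV1-expressing cells were cultured overnight at 35.5C and loaded with Fluo-8 calcium dye for 40 to 90 min at room temperature. After a 10 s baseline, compound was added and calcium influx was read kinetically for 3 min (ex 480/em 520 nm).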
a7 integrin act: activators of alpha7 integrin expression for muscular dystrophy; 350,000 compounds, 0.064% hits; alpha7betagal myoblasts, beta-gal FDG fluorescence, 48 h; Potency, µM (series often up to 38.3 µM), for inactives: at the top dose activation, hits mostly activators;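 also: potency is read from the fitted curve at half-maximal effect; 100% = response of the positive control SU9516; nearly all actives have a fitted effect of over 60% in size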
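alpha7betagal+/- myoblasts (passage 13, 250/well) treated 48 h at 37C with compounds at 1:260 dilution of DMSO stock. Lysed, then beta-galactosidase activity read as FDG fluorescence (ex 480/em 540) after 30 min, with pre-read for autofluorescence.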
An asterisk follows results filed as active; ? = inconclusive; · = not tested or not shown; [ ] = remark or other dose. Unless noted, calls follow the shape of the dose curve; as a rule, active = well fitted curve in the direction sought with a large enough effect; inconclusive = small, poorly fitted or top-dose-only effect, or another doubt; inactive = no such curve, though single readings can be large; an effect the other way counts as inactive or inconclusive.

SMILES,BRCA1 expr act,uPA surface inh,USP2a inh,PTAP TSG101 blk,p53 reactivator,ELG1 genotox,S-ASM inh,B2AR arrestin,Eya2 inh,TRPV1 agonist,a7 integrin act
S=C(NCc1ccc2[nH]c3c(c2c1)CCCC3)Nc1ccccc1Cl,-50.0%,11.7%,-11.8%,-1.7%,0.8%,7.9%,-13.2%,-1.0%,-15.1%,3.7,19.0%
CN(CC(=O)Nc1cccc(F)c1)C(=O)c1cn(-c2ccccc2)nc1-c1ccccc1,-9.0%,9.8%,-2.0%,-2.7%,22.8%,-6.9%,-11.9%,0.1%,-14.9%,28.9,0.0%
CC1=NN(c2ccccc2)C(=O)/C1=C\c1sccc1C,-42.0%,-0.7%,-0.6%,-1.4%,0.5%,3.8%,-13.3%,0.0%,-10.1%,6.0,-4.0%
CCOC(=O)C1(CCOc2ccccc2)CCN(Cc2cccc(-n3cccn3)c2)CC1,-35.0%,-27.0%,1.0%,-8.0%,5.6%,-6.6%,-1.0%,0.2%,-6.0%,3.3,?
CCCc1ccc(S(=O)(=O)N2CCN(C(C)C(=O)NCc3ccccc3)CC2)cc1 (stereo not given),-15.6%,?,0.7%,-0.2%,-3.0%,-6.2%,-1.7%,-0.2%,?,0.9,-9.4%
O=C(Nc1cccc(Cl)c1)NC1CC2CCC(C1)N2Cc1cccs1 (stereo not given),-9.4%,10.4%,0.2%,-1.3%,-0.1%,-3.3%,2.7%,-1.4%,-1.8%,8.4,-4.4%
O=C(CCCCCNC(=O)c1ccccc1)N=Nc1c(O)[nH]c2c(Br)cc(Br)cc12,·,·,0.5%,·,-3.9%,-11.4%,·,-0.4%,-12.3%,-4.2,·
CCC(=O)N1c2ccc(S(=O)(=O)NCc3ccco3)cc2CC1C (stereo not given),12.2%,-23.8%,-0.4%,-2.0%,15.0%,0.6%[9.26 µM],0.3%,-0.9%,-3.7%,9.2,0.0%
CC(=O)c1ccc(OC(=O)C2c3ccccc3Oc3ccccc32)cc1,1.9%,-10.5%,1.8%,-4.0%,0.1%,0.7%,-6.1%,-0.6%,3.5%,5.9,21.5%
Cc1cc(-c2ccccc2)nc(Nc2nc3c(C)cccc3c(=O)[nH]2)n1,32.6%,-6.0%,·,-1.4%,·,·,-1.9%,·,·,·,?
CCOC(=O)C1(C)NC(c2ccco2)C2C(=O)N(C)C(=O)C21 (stereo not given),-0.5%,-1.1%,1.4%,-2.8%,-0.8%,3.1%,6.2%,0.0%,0.4%,-2.3,17.1%
COc1cc2c(O)c3c(c(-c4ccc5c(c4)OCO5)c2cc1OC)C(=O)OC3,-106.5%[inhibitor],12.0%,3.2%,-3.7%,3.7%,14.5%,33.1%[activator],-0.1%,0.1%,1.4,-61.6%[inhibitor]
Cc1cc(-c2nnc(SCC(=O)Nc3ccccc3)n2C)no1,-10.3%,0.2%,-1.7%,-4.2%,-4.0%,-2.8%,-2.9%,-0.3%,5.7%,1.3,-20.6%
CC(C)(C)N1C(=O)c2ccc(C(=O)Nc3nccs3)cc2C1=O,?,-4.0%,-0.1%,-1.6%,?,?,-12.2%,-0.4%,-11.5%,?,15.5%
O=C(NCCCN1CCOCC1)c1ccccc1-c1ccccc1,36.5%,3.5%,3.1%,-1.7%,4.1%,-0.5%,2.8%,0.4%,0.0%,2.3,3.0%
CCOC(=O)c1ccc(CC(=O)c2ccc(O)c(O)c2O)o1,-1.7%,-0.8%,0.7%,-0.9%,3.7%,-5.1%,-6.5%,-0.3%,-0.7%,-0.7,-58.1%[inhibitor]
C/C=C/c1ccc(OCCOc2cc(C=O)ccc2OC)c(OC)c1,57.0%,1.3%,-3.5%,-4.7%,27.7%,14.9%,-10.8%,-0.3%,-20.6%,3.4,12.8%
Cc1cc(C)c(S(=O)(=O)Nc2cccc(/C=C/C(=O)O)c2)c(C)c1,1.6%,-4.9%,2.3%,-0.1%,-0.8%,0.5%,-0.8%,-0.4%,2.4%,0.9,-2.8%
CCN(CC(=O)Nc1ccc(NC(C)=O)cc1)C(=O)Cc1ccccc1F,-18.1%,-0.3%,1.0%,-4.3%,3.8%,3.9%,-1.6%,0.2%,-21.9%,-0.6,5.4%
CCOc1ccc(N=C2NC(=O)CS2)cc1,2.3%,-13.2%,0.7%,-2.7%,·,-5.6%,3.4%,-0.2%,-9.7%,1.2,44.5%
COc1ccc(Cc2noc(CN3CCN(c4ccc(Cl)cn4)CC3)n2)cc1OC,-49.5%,-3.9%,-5.1%,-0.5%,-4.3%,0.6%,-1.8%,-0.1%,-0.5%,-0.5,-13.9%
COc1cccc(C(=O)COC(=O)C(C)N2C(=O)c3ccccc3C2=O)c1 (stereo not given),2.9%,2.6%,5.8%,0.1%,3.2%,0.8%,-0.7%,0.1%,7.8%,7.7,-11.4%
CCN(C(=O)CSc1nnc(-c2ccncc2)n1-c1ccccc1)C1CCS(=O)(=O)C1 (stereo not given),39.9%,2.5%,1.9%,-2.2%,0.3%,-1.3%,13.3%,0.0%,8.2%,-1.0,0.0%
O=C1S/C(=C\c2ccc(N3CCOCC3)o2)C(=O)N1Cc1ccc(F)cc1,-14.1%,-19.8%,4.4%,?,-0.5%,0.7%,-6.6%,-0.6%,-3.4%,11.7,-39.6%
O=C(COc1ccc(S(=O)(=O)N2CCOCC2)cc1)NC1CCCCC1,-0.9%,5.3%,2.3%,-4.7%,3.2%,-2.2%,2.2%,-0.1%,-4.9%,8.5,30.1%
CCNC(=S)NNC(=O)c1csc(CC)c1,50.5%,3.0%,5.0%,-2.0%,20.4%,4.9%,6.8%,-0.5%,1.6%,-2.0,17.7%
COc1ccccc1NC(=O)CSc1nnc(Cc2cccs2)n1C,4.1%,-4.8%,-0.3%,0.8%,0.8%,25.6%,·,0.1%,-12.8%,0.8,2.3%
CC(C)c1nnc2n1N=C(c1ccc(Cl)cc1)CS2,2.6%,-17.1%,0.7%,-5.1%,9.7%,1.5%,-0.3%,-0.6%,-1.0%,16.5,-11.6%
CCOc1cc(NC(=O)CCl)c(OCC)cc1NC(C)=O,-7.3%,-14.1%,1.7%,-2.6%,-12.6%,-5.4%,-2.0%,-0.9%,0.9%,3.5,-1.9%
CCc1ccccc1NC(=O)CN(C)C(=O)COC(=O)c1cccnc1Cl,10.3%,6.2%,3.7%,-0.5%,-5.9%,1.8%,5.2%,-0.6%,-15.3%,·,5.9%
CC(C)C[C@H](NC(=O)c1[nH]cnc1C(=O)N[C@@H](C)C(=O)OC(C)(C)C)C(=O)OCc1ccccc1,-13.6%,?,-0.2%,0.7%,-3.8%,-4.4%,-10.2%,-0.7%,-8.3%,?,-26.8%
COc1ccccc1C(=O)NC(=S)Nc1cccc2cc(O)ccc12,45.1%,-5.0%,·,-2.9%,·,·,-17.7%,·,·,·,23.6%
CCOC(=O)c1c(O)c2ccccc2n(C)c1=O,-2.3%,5.7%,0.7%,-4.9%,3.6%,-0.9%,0.1%,-0.8%,5.0%,-1.1,9.1%
O=C(O)CSCc1cnn(-c2ccccc2)c1-n1cccc1,18.7%,-15.1%,1.6%,·,6.1%,-18.1%,5.2%,-0.3%,-4.8%,27.6,-5.6%
COc1ccc(-c2ccnc(SCC(=O)c3ccc(OC)c(OC)c3)n2)cc1,-5.8%,-5.1%,7.4%,-1.1%,-6.7%,-2.9%,-6.6%,-0.3%,5.8%,5.8,2.3%
O=C(NC1CCCCNC1=O)c1ccccc1 (stereo not given),-11.1%,-3.3%,-1.3%,-1.9%,3.6%,-3.6%,2.3%,-0.6%,-4.5%,2.3,-13.5%
O=C(NC1CCCCCC1)c1c(O)c2ccccc2[nH]c1=O,?,-1.0%,-1.2%,-13.7%,11.2%,?,-0.7%,-0.7%,13.6%,-1.4,16.8%
O=C(NCCN1CCOCC1)C1CCCN(S(=O)(=O)c2ccc(F)cc2)C1 (stereo not given),14.9%,2.4%,-0.6%,-0.3%,-5.0%,3.0%,·,-0.1%,4.6%,0.1,11.0%
CC(C)C1Oc2ccccc2N(CC(=O)N2CCOCC2)C1=O (stereo not given),-13.6%,0.3%,0.1%,-1.4%,-0.4%,4.6%,4.6%,-0.1%,1.4%,1.3,-11.4%
CCN(CC)CCC(C)OC(c1ccccc1)c1ccccc1 (stereo not given),-34.4%,?,0.9%,0.1%,-0.7%,-13.1%,3.8%,-1.0%,4.3%,2.7,-59.3%[inhibitor]
CCN(c1ccccc1)S(=O)(=O)c1ccc(C(=O)Nc2nnc(COC)o2)cc1,-51.3%,-7.4%,1.9%,-4.8%,5.9%,-12.4%,0.0%,-3.6%,1.7%,2.5,-27.6%

High-throughput results: PubChem, National Center for Advancing Translational Sciences (NCATS)

Hits appear at their usual frequency; 2.6% or so of the library scored in one or more.
